tim10-1 inh = growth inhibitors of tim10-1 mutant yeast, primary screen, luminescence, uHTS. S. cerevisiae tim10-1 ts strain growth, BacTiter-Glo, 24 h. inhibition, % at 20 µM. 330,000 compounds, 2.2% hits. AID 463190, 2010;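 active means inhibition of at least 40%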;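 further: mutant grown at 25 °C; 0% = DMSO wells with yeast and 100% = wells holding no yeast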
TIM10 inh = growth inhibitors of isogenic TIM10 control yeast, primary screen, counter-screen for tim10-1 yeast inhibitor project, luminescence, uHTS | S. cerevisiae TIM10 strain growth, BacTiter-Glo luminescence, 24 h | inhibition, % at 10 µM | 330,000 compounds, 1.4% hits | AID 463195, 2010;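 active means inhibition of 40% or more at the single tested concentration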;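 further: wild-type TIM10 isogenic control strain grown at permissive 25 °C; 0% = DMSO yeast wells and 100% = minimal medium wells without yeast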
GRIN3A LBD mod = binders of NR3A ligand-binding domain, primary screen, biophysical, differential scanning fluorimetry, uHTS | Glutamate receptor ionotropic, NMDA 3A (GRIN3A) ligand-binding domain | NR3A LBD differential scanning fluorimetry, Tm shift; 0% = protein alone, 100% = glycine-bound protein | Tm shift relative to glycine control, % at 25 µM | 340,000 compounds, 2.5% hits | AID 1259313, 2017;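 active means melting temperature shift of at least 10% of the positive control shift, at one fixed dose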
CHOP UPR activ = activators of apoptotic CHOP UPR arm, primary screen, cell-based, CHO-CHOP luciferase reporter, luminescence, uHTS | UPR activation; percent of tunicamycin response over DMSO baseline | activation, % at 10 µM | 330,000 compounds, 0.34% hits | AID 449763, 2010;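 active means at 10 µM dose, activation of 40% or more, normalized to positive control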;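 further: 100% = tunicamycin at 10 µg/mL and 0% = DMSO alone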
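Assay system: CHO cells with stable CHOP pathway luciferase reporter; Buffer or medium: F12 plus 10% serum; Times: 16-18 h cell attachment, then 6 h compound exposure, 37 °C; Signal: luciferase luminescence; Read-out basis: percent activation relative to tunicamycin control; Control set: tunicamycin high control, DMSO low control.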
APJ agonist = agonists of human apelin receptor APJ, primary screen, CHO-K1 cells, PathHunter beta-arrestin, luminescence; P35414; AID 2520, 2010; activation, % at 20 µM; 0% DMSO wells, 100% apelin; 330,000 compounds, 0.11% hits;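 active means activation more than six SD over the plate average, tested at 20 µM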;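 further: 0% = DMSO alone and 100% = apelin-13 at 10 nM; some results filed as inactive read as strong as hits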
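Material: engineered CHO-K1 APJ arrestin reporter cells; amount: 1000 CHO-K1 reporter cells seeded per well; incubation: compound stimulation 90 min at 25 °C, detection 60 min; signal: luminescent beta-gal fragment complementation, chemiluminescent substrate; read-out basis: APJ agonist activity; controls: DMSO-only wells as negative, 10 nM Apelin-13 as positive control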
XBP1 UPR activ = activators of adaptive XBP1 UPR arm, primary screen, cell-based, CHO-XBP1 luciferase reporter, luminescence, uHTS; IRE1-XBP1 UPR activation; percent of tunicamycin response, DMSO as zero; activation, % at 20 µM; 330,000 compounds, 0.33% hits;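 active means versus positive control, 20 µM dose yields 30% or more activation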;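 further: 100% = tunicamycin at 10 µg/mL and 0% = DMSO only wells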
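Signal: luciferase luminescence; Assay system: CHO-XBP1 luciferase reporter cells; Amount: one thousand reporter cells per well; Dosing: 20 µM single concentration, DMSO 1%; Benchmarks: high control tunicamycin 10 µg/mL final, low control DMSO vehicle only; Schedule: 6 h compound exposure at 37 °C, 5% CO2; Evaluation: percent activation relative to tunicamycin reference.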
Mdm2-MdmX inh = inhibitors of human Mdm2-MdmX association, primary screen, cell-based, luminescence, split luciferase, SaOS-2, uHTS; AID 485346, 2010; Protein Mdm4 (Homo sapiens) + E3 ubiquitin-protein ligase Mdm2 (Homo sapiens), …; SaOS-2 split-luciferase Mdm2/MdmX complementation; inhibition, % at 8 µM; 330,000 compounds, 3% hits;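 active means inhibition of at least 50% at 8 µM in the primary screen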
Target sequence (O15151 whole entry, looked up): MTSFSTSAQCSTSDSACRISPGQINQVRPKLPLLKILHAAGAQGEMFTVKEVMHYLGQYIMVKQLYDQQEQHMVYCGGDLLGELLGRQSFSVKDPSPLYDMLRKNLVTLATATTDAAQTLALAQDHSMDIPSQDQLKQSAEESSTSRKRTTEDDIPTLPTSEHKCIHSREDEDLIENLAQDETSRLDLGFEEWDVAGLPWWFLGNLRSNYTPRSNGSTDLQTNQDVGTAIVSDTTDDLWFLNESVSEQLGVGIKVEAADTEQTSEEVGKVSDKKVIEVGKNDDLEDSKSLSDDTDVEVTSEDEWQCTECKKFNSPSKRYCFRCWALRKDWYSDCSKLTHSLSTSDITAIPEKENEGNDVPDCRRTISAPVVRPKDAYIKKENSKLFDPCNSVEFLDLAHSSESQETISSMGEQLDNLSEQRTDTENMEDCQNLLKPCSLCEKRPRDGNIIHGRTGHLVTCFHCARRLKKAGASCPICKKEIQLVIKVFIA
Target sequence (Q00987 whole entry, looked up): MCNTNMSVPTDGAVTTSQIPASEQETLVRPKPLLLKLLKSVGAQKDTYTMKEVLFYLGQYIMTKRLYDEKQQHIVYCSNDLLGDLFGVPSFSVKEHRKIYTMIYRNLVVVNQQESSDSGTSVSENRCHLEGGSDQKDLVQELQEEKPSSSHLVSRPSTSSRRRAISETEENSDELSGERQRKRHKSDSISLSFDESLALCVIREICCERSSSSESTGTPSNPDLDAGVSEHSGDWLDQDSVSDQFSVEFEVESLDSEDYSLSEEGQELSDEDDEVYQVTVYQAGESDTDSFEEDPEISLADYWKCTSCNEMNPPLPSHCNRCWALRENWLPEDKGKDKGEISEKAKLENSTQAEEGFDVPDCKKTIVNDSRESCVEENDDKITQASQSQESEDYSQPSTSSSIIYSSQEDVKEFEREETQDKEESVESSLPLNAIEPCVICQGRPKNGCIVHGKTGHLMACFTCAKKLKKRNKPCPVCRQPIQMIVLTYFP
NALP3 yeast inh = NALP3 inflammasome inhibitors in reconstituted yeast, primary screen, luminescence, uHTS; Yeast reconstituted NLRP3/ASC/caspase-1, beta-gal luminescence, 24 h; 330,000 compounds, 0.39% hits; inhibition, % at 10 µM;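 active means inhibition of 50% or more; inactive means inhibition below 50%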;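 further: plate controls were induced DMSO wells for no effect and uninduced yeast grown without galactose for full effect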
tim23-1 inh = growth inhibitors of tim23-1 mutant yeast, primary screen, luminescence, uHTS | inhibition, % at 20 µM | S. cerevisiae tim23-1 growth, BacTiter-Glo luminescence, 24 h | 330,000 compounds, 1.3% hits;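 active means growth inhibition of the mutant yeast at or above 50%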;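 further: temperature-sensitive mutant grown at 25 °C; plate controls were DMSO-treated mutant yeast for no effect and medium wells lacking yeast for full effect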
* hit, by the source's call; / = not tested or not shown. The order is random (roughly 8.2% active in at least one column).

SMILES	tim10-1 inh	TIM10 inh	GRIN3A LBD mod	CHOP UPR activ	APJ agonist	XBP1 UPR activ	Mdm2-MdmX inh	NALP3 yeast inh	tim23-1 inh
C=CCOc1ccc(/C=N/NC(=O)CC(=O)NC2CCCCC2)cc1	-12.6	-6.7	1.3	-1.1	-0.8	-5.2	-2.6	20.9	-7.7
Cc1c(N=CN2CCOCC2)c(=O)n(C)c(=O)n1C	-0.4	-5.1	0.7	-1.1	2.1	0.3	-19.8	10.8	5.6
Cn1cnnc1SCC(=O)c1c(N)n(Cc2ccccc2)c(=O)n(C)c1=O	-8.6	9.0	-2.2	0.5	0.1	-3.4	-7.8	-6.6	-1.9
O=c1[nH]c(N/N=C/c2cc3c(cc2[N+](=O)[O-])OCO3)nc2ccccc12	6.2	-4.0	0.5	6.3	-5.8	4.2	64.0*	-4.7	-1.7
CCn1c(SCC(=O)NCc2ccco2)nc2c(c1=O)SC(C)C2 (centres undefined)	3.8	8.0	0.5	1.2	-4.2	-0.2	7.6	15.1	2.8
COc1ccc(CCN(C)S(=O)(=O)c2ccc(Cl)nc2)cc1OC	2.4	0.7	0.7	-0.5	1.4	-0.6	21.5	-6.9	19.9
CC(=C/C(=O)O)/C(=C/c1ccccc1)C(=O)O	12.8	6.1	1.4	0.5	-2.5	-1.7	-21.8	8.8	7.7
COc1ccccc1NS(=O)(=O)c1cccc(C(=O)NCC(c2ccc(F)cc2)N2CCOCC2)c1 (centres undefined)	9.5	6.5	-3.3	0.2	3.0	0.2	15.4	19.2	4.2
COc1ccc(N=C2SC(CC(=O)Nc3ccccc3)C(=O)N2Cc2ccccn2)cc1 (centres undefined)	5.6	21.0	-6.0	2.2	-1.6	-0.3	4.6	11.3	25.6
COc1ccc(C(=O)O)cc1NC(=S)NC(=O)C(c1ccccc1)c1ccccc1	20.4	6.8	-1.3	0.1	-1.1	-4.5	2.0	3.4	14.2
CC(C(=O)NC1CCS(=O)(=O)C1)N1C(=O)/C(=C/c2ccc(Cl)cc2)SC1=S (centres undefined)	37.9	4.0	-5.8	1.6	-1.4	-2.6	29.0	-3.2	35.4
COc1ccc(C2NC(=O)C(C#N)=C(S)N2c2cccc(C)c2)cc1OC (centres undefined)	-4.2	9.8	0.7	5.5	0.0	-0.3	-7.7	-17.3	9.9
CCCN(C(=O)CSc1ncnc2sccc12)c1c(N)n(Cc2ccccc2)c(=O)[nH]c1=O	-7.7	2.3	2.6	-1.9	-1.8	-0.1	16.6	11.0	-7.4
COc1ccc(NC(=O)CC(C)CC(=O)NCc2ccccc2)c(OC)c1 (centres undefined)	-11.0	-13.7	-0.9	4.8	0.4	-2.5	15.4	22.0	-4.8
CC(=O)Nc1ccc(Oc2ccc(S(=O)(=O)N3CCCC3)cn2)cc1	-6.4	0.0	0.4	-0.5	-2.9	-0.9	15.4	19.0	4.5
Fc1ccc(CNC(=S)NC2CCCC2)cc1	25.6	-17.4	-1.3	-3.2	-4.1	-2.9	-0.9	30.4	17.5
COc1ccc(CNC(=O)c2cnc3scc(C)n3c2=O)cc1	31.4	17.5	0.1	-0.1	-0.7	-1.1	0.0	8.4	30.8
Cc1ccc(C)c(N2CCN(CCCNC(=O)Cn3cccc3C(=O)c3ccccc3)CC2)c1	-25.9	-3.7	-6.3	-0.7	-4.7	-0.3	59.3*	18.2	-2.7
O=C(COc1ccc(S(=O)(=O)NCc2ccccc2)cc1)NCc1cccnc1	-3.1	-12.6	-1.2	1.4	-3.6	-0.2	13.6	-6.1	5.4
CCc1nc2ccccc2n1CC(=O)Nc1cc(C)on1	-1.9	-5.1	0.4	0.3	-2.3	-1.7	22.6	8.3	-8.3
O=C(/C=C/c1cccs1)NCc1cccs1	-5.0	-16.7	1.5	5.1	-1.4	2.1	-15.9	30.1	0.8
CC(=O)COC(=O)C1CC(=O)N(c2ccc(C)c(C)c2)C1 (centres undefined)	16.8	17.3	1.0	-0.9	-5.5	1.7	9.1	-17.1	6.9
O=C(Cc1c(F)cccc1Cl)OCN1C(=O)c2ccccc2C1=O	4.6	-9.0	4.7	1.1	-2.8	2.0	-15.7	20.5	5.1
Cn1cnnc1SCc1ccc(C#N)cc1	-3.3	1.8	1.5	0.9	-1.4	-2.5	1.0	-12.2	7.5
C(#CCN1CCOCC1)COCCCOC(c1ccccc1)c1ccccc1	29.7	16.6	1.3	0.2	-1.5	1.8	3.5	12.5	11.8
CCOc1cc(C2C(C#N)=C(N)SC(N)=C2C#N)ccc1OCCN1CCOCC1	-3.0	11.7	/	-2.3	4.8	-4.2	26.2	13.8	3.6
O=C(C1CCOCC1)N1CCCC(N2CCN(c3cccc(Cl)c3)CC2)C1 (centres undefined)	-8.7	-8.4	-4.8	1.2	-3.0	-5.9	8.8	3.5	-7.7
Cc1ccc(C(=O)NNC(=O)c2cccnc2SCc2cccc([N+](=O)[O-])c2)cc1	-14.4	-2.4	-6.0	7.5	-0.2	2.9	-30.6	1.6	6.8
CCN1C(=O)/C(=C\N2CCN(c3ccccc3)CC2)SC1=S	2.5	-11.9	8.1	-0.5	-2.2	-2.4	11.5	25.9	-2.2
Cc1cccc(CCN2CCN=C2N(C)C)c1	-16.1	0.8	0.9	2.2	-3.4	0.1	27.7	-4.5	2.9
CC(C)C[C@@H]1CN=C(N)N1C[C@@H]1CCCN1C[C@H](C)N1C[C@@H](Cc2ccccc2)N(CCc2ccc(Cl)c(Cl)c2)C1=N	-33.8	-2.5	-3.4	0.7	-2.5	-3.5	-9.5	12.9	-40.2
CCN(C(=O)Cn1nc(C)c([N+](=O)[O-])c1C)c1c(N)n(Cc2ccccc2)c(=O)[nH]c1=O	-2.3	4.0	-1.9	0.3	-6.6	-3.9	11.7	9.0	0.0
CCCN1CN(Cc2ccccc2)CNC1=S	-8.4	-8.8	-1.8	-0.4	-5.7	2.0	17.5	4.5	-2.0
COC(=O)CSC(=S)N1C(C)CCCC1C (centres undefined)	-10.0	2.4	-1.4	-0.4	-1.2	4.0	0.3	14.3	9.9
Cc1ccc(NC(=O)CSc2nnc(Cn3c(=O)sc4ccccc43)n2C)cc1Cl	4.4	-1.7	3.0	0.5	-2.7	-3.7	-27.0	-1.1	8.4
Cc1cc(Nc2ccc(F)cc2C)n2nc(C)nc2n1	-1.5	-3.7	-0.2	-1.2	-4.2	0.4	11.5	12.5	7.4
COc1cccc(CSc2nc(N)cc(N)n2)c1	-0.2	-4.2	-1.5	2.3	2.5	-3.2	-22.3	17.1	-3.3
CC(=O)N1CCc2c(sc(NC(=O)C3CCN(S(=O)(=O)c4cccs4)CC3)c2C(N)=O)C1	-14.2	-4.9	-1.4	-0.6	0.2	-2.6	2.6	15.1	-11.4
NC(=O)/C(=N\OC(=O)c1ccco1)c1nc(-c2ccc(Br)cc2)cs1	42.6*	45.8*	-3.9	2.0	1.1	4.0	15.2	48.1	47.0
CNC(=S)NNC(=O)c1sccc1OCc1ccccc1	20.8	-3.1	-3.1	-0.3	-0.5	2.1	-3.0	11.3	-3.4
CCC(C)C1Nc2ccc(C(=O)NCc3ccc4c(c3)OCO4)cc2NC1=O (centres undefined)	19.0	-9.9	-1.3	0.2	-0.4	-0.5	-31.2	-0.8	15.9
COc1ccc(N2C(=O)C(Cl)=C(Nc3ccccc3OC)C2=O)cc1	22.0	30.5	-1.9	5.0	-2.9	-0.7	18.9	17.9	32.7
O=C(c1ccccc1F)N(Cc1ccccc1)C1CCS(=O)(=O)C1 (centres undefined)	9.2	9.5	-0.9	-1.5	-3.6	-1.0	-10.2	1.2	13.0
COc1cc(CN(CC(C)C)S(=O)(=O)c2ccccc2Br)cc(OC)c1	23.2	-25.2	-4.2	1.0	/	-2.3	5.4	/	3.1
O=C(Nc1ccc(F)cc1Cl)c1ccc2c(=O)n3c(nc2c1)CCC3	13.9	-4.9	-2.1	2.7	-8.2	3.3	-58.8	21.6	-4.2
CCc1ccc(C(C)NC(=S)NCc2ccc(F)cc2)cc1 (centres undefined)	31.3	0.1	-3.5	-1.3	1.9	-0.2	-6.4	29.6	17.2
Nc1c(-c2ccccc2)n[nH]c1-c1ccccc1	15.5	-6.9	-0.5	3.4	-3.4	-1.7	-58.7	37.7	21.1
O=C(C[C@H]1C/C=C\CC[C@@H](Cc2ccc(F)cc2)C(=O)O[C@H](c2ccccc2)CNC1=O)N[C@H](CO)Cc1ccccc1	21.3	-0.8	-4.2	1.5	0.9	1.1	11.6	3.4	14.1

Exported as comma-separated lines: 3 of the compounds above
molecule,tim10-1 inh,TIM10 inh,GRIN3A LBD mod,CHOP UPR activ,APJ agonist,XBP1 UPR activ,Mdm2-MdmX inh,NALP3 yeast inh,tim23-1 inh
CCC(C)C1Nc2ccc(C(=O)NCc3ccc4c(c3)OCO4)cc2NC1=O (centres undefined),19.0,-9.9,-1.3,0.2,-0.4,-0.5,-31.2,-0.8,15.9
Nc1c(-c2ccccc2)n[nH]c1-c1ccccc1,15.5,-6.9,-0.5,3.4,-3.4,-1.7,-58.7,37.7,21.1
COc1cc(CN(CC(C)C)S(=O)(=O)c2ccccc2Br)cc(OC)c1,23.2,-25.2,-4.2,1.0,/,-2.3,5.4,/,3.1

The list continues.
SMILES	tim10-1 inh	TIM10 inh	GRIN3A LBD mod	CHOP UPR activ	APJ agonist	XBP1 UPR activ	Mdm2-MdmX inh	NALP3 yeast inh	tim23-1 inh
O=C(Nc1cc(C(F)(F)F)ccc1N1CCOCC1)c1c(F)c(F)c(F)c(F)c1F	-2.0	12.9	2.4	0.5	8.4	1.4	5.8	9.6	-11.8
CCOc1ccc2nc(C)cc(C(=O)O)c2c1	12.7	18.1	-3.3	0.2	3.0	2.5	-11.2	27.5	12.7
COc1ccccc1NC(=O)C(C)OC(=O)C1CCC(C(C)(C)C)CC1 (centres undefined)	10.2	-7.6	1.0	-1.3	-3.3	0.2	8.3	5.2	5.0
COc1ccc(OCC(=O)NCCc2ccc(S(N)(=O)=O)cc2)cc1	14.1	17.5	0.8	0.0	0.7	-0.1	0.1	-12.2	13.9
CCCC[N+](CC#Cc1ccccc1)(CCCC)CCCS(=O)(=O)[O-]	-8.3	-5.7	1.4	-3.2	-0.3	-1.7	-18.2	13.8	8.2
CCOC(=O)CSc1nc(C(C)C)nc2ccccc12	24.9	-4.3	0.1	0.2	0.2	1.2	9.8	20.3	16.1
ON1C2CCCCC2N(O)C1c1c(F)c(F)c(F)c(F)c1F (centres undefined)	6.3	-19.2	3.8	0.0	-11.9	2.8	23.0	0.8	3.1

Screening results as filed in PubChem.
